Screening results (PubChem BioAssay)
SV40 large T antigen – SV40 large T antigen inhibitors, biochemical (AID 1903) | inhibition, % at 20 µM, or IC50 in µM where a hit was titrated | SV40 large T antigen ATPase/helicase inhibition assay; higher % means a stronger effect | 0.39% of 310,000 active; in the data active means a potency from the dose series; inconclusive means inhibition mostly from about 32% at the one dose, without a potency; inactive means the rest, 99 in 100 with inhibition below about 32%; further: strong numbers were not always called active
AID2073 – disruptors of CaV2.2 binding to Mint1 – biochemical, HTRF (AID 2073); HTRF protein-protein interaction, Mint1-CaV2.2; higher % means a stronger effect; inhibition, % at 20 µM, or IC50 in µM where a hit was titrated; 0.19% of 290,000 active; in the data active means inhibition mostly above about 51%, no sharp cut-off; inconclusive means no clear call, values can overlap the other calls; inactive means mostly below about 53%; further: some results filed as inactive read as strong as hits
HIV fusion peptide – inhibitors of HIV fusion peptide binding, primary screen, biochemical, uHTS, fluorescence dequenching (AID 1986). cell-free peptide binding, fluorescence dequenching, 30 min; higher % means a stronger effect. 0.3% of 290,000 active. inhibition, % at 20 µM, or IC50 in µM where a hit was titrated; in the data active means inhibition mostly above about 52%, no sharp cut-off; inactive means mostly below about 76%; further: some results filed as inactive read as strong as hits
Rac1 GTP hydrolysis – MgcRacGAP GTPase-activating activity inhibitors, confirmation, biochemical, ADP Hunter fluorescence; 0.6% of 340,000 active; inhibition, % at 30 µM, or IC50 in µM where a hit was titrated; MgcRacGAP-stimulated Rac1 GTP hydrolysis, ADP Hunter fluorescence; higher % means a stronger effect; GST-tagged Rac1 F28L mutant substrate; AID 624330;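 active means first-screen hits whose inhibition reached a set limit at any dose in the follow-up dose series; inconclusive means inhibition above the set first-screen limit but never retested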;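 further: fluorescence reports GDP produced by GAP-driven GTP hydrolysis; strong numbers were not always called active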
RSV antiviral HEp-2 – inhibition of RSV-induced cytopathic effect – HEp-2 cells, primary 10 µM value included (AID 2391) | HEp-2 cells, RSV-induced CPE inhibition; higher % means a stronger effect | CPE inhibition, % at 10 µM, or IC50 in µM where a hit was titrated | 0.13% of 310,000 active; in the data active means a potency from the dose series; inconclusive means CPE inhibition mostly from about 23% at the one dose, without a potency; inactive means the rest, 99 in 100 with CPE inhibition below about 21%; further: strong numbers were not always called active
Dengue-2 NS5 capping – Dengue-2 NS5 methyltransferase inhibitors, primary screen, biochemical, confirmation dose response (AID 588689); Dengue-2 NS5 methyltransferase capping enzyme assay, biochemical; higher % means a stronger effect; one-dose inhibition, % at 25 µM; IC50 in µM for titrated hits; 0.3% of 340,000 active; in the data active means a potency from the dose series; inconclusive means inhibition above about 29% without an active follow-up result
XIAP displacement – XIAP antagonists, biochemical, IAP family, fluorescence polarization (AID 1018). XIAP BIR domain, fluorescence polarization peptide displacement; higher % means a stronger effect. displacement, % at 20 µM, or IC50 in µM where a hit was titrated. 0.007% of 200,000 active; in the data active means displacement above about 50%; further: a part of the inactive calls stands beside numbers as strong as those of hits
Siah-1 displacement – blockers of Siah-1 interaction with plectin peptide – biochemical, fluorescence polarization, rhodamine-plectin, uHTS, primary screen (AID 1817) | Siah-1 / rhodamine-plectin peptide fluorescence polarization; higher % means a stronger effect | one-dose displacement, % at 20 µM; IC50 in µM for titrated hits | 0.02% of 290,000 active;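 active means displacement of at least 50% at 20 µM, with a fluorescence ratio check between 0.3 and a set limit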;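 further: plate controls were Siah plus tracer with DMSO for no effect and tracer alone without Siah for full effect; strong numbers were not always called active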
LYP phosphatase – inhibitors of LYP phosphatase, biochemical, fluorescence intensity, uHTS (AID 1779). recombinant LYP phosphatase, fluorescence intensity; higher % means a stronger effect. inhibition, % at 11.5 µM; hits with a dose series show IC50 in µM. 0.054% of 290,000 active; in the data active means inhibition above about 50%;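 further: plate controls were vehicle with enzyme for no effect and no enzyme for full effect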
Dengue-2 NS5 capping pilot replicate – recorded beside Dengue-2 NS5 capping, whose call it bears; inhibition, %; measured here: pilot screen replicate inhibition
* marks the source's active call; other numbers are inactive results; u = inconclusive; x = no result given.

SMILES	SV40 large T antigen	AID2073	HIV fusion peptide	Rac1 GTP hydrolysis	RSV antiviral HEp-2	Dengue-2 NS5 capping	XIAP displacement	Siah-1 displacement	LYP phosphatase	others
Cc1ccc(C(=O)Nc2nnc(-c3ccncc3)s2)o1	1%	8%	1.9%	7%	0.3%	-3%	-2.3%	0%	-3%
N#Cc1c(C#N)c(O)c2ccccc2c1O	30%	3.8µM*	1.3%	20%	-0.6%	27%	x	2%	-6%
C=C(C)CNC(=S)NNC(=O)CCn1c2ccccc2c2ccccc21	-5%	-5%	-2.1%	8%	u	-8%	-2.4%	-10%	-1%
O=c1c2oc3nc4c(cc3c2ncn1CCCc1ccccc1)CCCC4	6%	6%	-0.2%	-1%	u	1%	x	-2%	1%
O=[N+]([O-])c1ccccc1OCCOCCOc1cccc2cccnc12	29%	2%	-2.4%	15%	1.8%	-2%	1.1%	2%	-4%
COc1ccc(CSc2nnc(-c3ccncc3)n2N)cc1	6%	-8%	1.6%	9%	1.0%	-6%	x	2%	-7%
C=CCSc1nc2c(c(=O)[nH]c(=O)n2C)n1C/C=C(/C)Cl	4%	1%	-1.3%	17%	53%	-6%	-4.9%	4%	-1%
NC(=O)CC(NC(=O)Cc1ccc(Br)cc1)c1ccc(NCCN2CCCCC2)c([N+](=O)[O-])c1 (configuration not stated)	17%	-8%	1.4%	11%	-0.8%	-1%	x	-1%	-13%
O=C(NCCN1CCOCC1)c1cc(Cl)ccc1Cl	7%	-1%	-0.1%	11%	0.6%	5%	x	0%	-7%
Cc1cc(C)nc(N/N=C/c2ccco2)n1	16%	8%	0.2%	2%	1.1%	3%	-4.0%	6%	2%
CCOC(=O)N1CCN(C(=O)c2ccc(NS(=O)(=O)c3ccc(F)cc3)cc2)CC1	-5%	1%	0.0%	-10%	13%	-8%	-5.0%	-1%	2%
S=c1[nH]nc(-c2ccc(Cl)cc2)n1-c1cccnc1	7%	12%	-2.0%	7%	x	-11%	x	-2%	-9%
Cn1cc2ccc([N+](=O)[O-])cc2n1	7%	0%	-0.3%	4%	1.9%	-7%	x	3%	-5%
CCn1c(SCC(=O)Nc2nc(-c3ccccc3)cs2)nnc1-c1ccccc1	4%	-5%	-0.1%	13%	-0.9%	-5%	3.2%	4%	-3%
C[C@H](Nc1ccc(C(F)(F)F)cc1[N+](=O)[O-])C(=O)O	8%	-8%	0.6%	3%	1.0%	-3%	x	7%	-4%
COc1cc2c(cc1OC)CN(CC(=O)Nc1ccc(C#N)cc1)CC2	9%	16%	-3.1%	3%	0.8%	-8%	-7.5%	-6%	-9%
CC(=O)c1cccc(NC(=O)CCS(=O)(=O)c2ccc(Br)s2)c1	4%	-1%	-1.0%	5%	-0.3%	-13%	-3.7%	0%	-3%
Cc1cccc(-c2nc(-c3ccncc3)no2)c1	-4%	6%	-0.7%	10%	3.4%	-7%	x	-2%	-3%
CCOC(=O)N1CCN(C(=O)C(=O)NN)CC1	20%	5%	-1.7%	0%	2.0%	1%	-6.0%	1%	-7%
COC(=O)c1ccccc1NC(=O)c1cc(-c2ccco2)on1	2%	14µM*	1.8%	7%	1.7%	2%	x	2%	-7%
Cc1c(C(=O)Nc2cc(F)ccc2F)sc2nc3n(c(=O)c12)CCCCC3	0%	12%	0.8%	7%	0.3%	4%	x	1%	-11%
Cc1ccsc1C(=O)OCC(=O)NCC1CCCO1 (configuration not stated)	6%	-3%	1.0%	10%	-1.8%	0%	0.2%	0%	-8%
COC(=O)c1cccc(NS(=O)(=O)c2ccc(OC)c(OC)c2)c1C	1%	13%	3.2%	5%	-1.8%	4%	0.2%	0%	-11%
Clc1ccc(N2CCN(c3ccnc(Cl)n3)CC2)cc1	9%	x	x	13%	22%	-2%	x	x	x
COc1ccccc1CN(C)S(=O)(=O)c1cccs1	6%	5%	0.7%	5%	1.6%	-9%	x	3%	-10%
Cc1nnc(SCC(=O)Nc2ccc(Cl)cn2)s1	11%	-3%	-1.9%	2%	0.6%	1%	-2.6%	20%	-8%
O=c1[nH]ncc(N2CCCCC2)c1Cl	5%	4%	-0.4%	5%	5.6%	-1%	1.3%	5%	-5%
C[N+]1([O-])[C@@H]2Cc3cc4c(cc3[C@@H]1Cc1cc3c(cc12)OCO3)OCO4 (some centres not stated)	9%	11%	-1.2%	6%	1.9%	-6%	x	-3%	-8%
COc1ccc2sc(NCc3ccccc3)nc2c1	7%	3%	-0.7%	14%	-0.9%	-9%	x	-1%	28%
C/C(N)=C(/C#N)C(=O)CSc1n[nH]c(-c2cccs2)n1	9%	7%	-1.1%	-1%	-0.3%	1%	-1.0%	6%	-3%
COc1ccc(-c2nnc(SCC(=O)N3CCOCC3)n2C)cc1OC	19%	26%	0.6%	12%	0.1%	-6%	-3.7%	1%	-2%
COc1ccc2nc(SC(C(=O)c3ccccc3)c3ccccc3)nc(C)c2c1 (configuration not stated)	1%	7%	-0.1%	4%	9.9%	-1%	2.2%	1%	9%
CC(C)(C)c1ccc(C(=O)OC/C(O)=C(\C#N)c2nc3ccccc3s2)cc1	1%	44%	22%	-5%	16%	-7%	-4.3%	4%	3%
CCCc1c(NC(=O)Nc2ccc(Cl)cc2Cl)cnn1-c1ccccc1	3%	0%	1.3%	x	u	x	x	8%	-10%
NC(=O)c1ccc(NC(=O)COC(=O)/C=C/c2cn(-c3ccccc3)nc2-c2cccnc2)cc1	5%	44%	16%	1%	1.0%	13%	-5.9%	16%	-3%
O=C(CCCN1C(=O)c2cccc3cccc(c23)C1=O)NCc1cccs1	5%	11%	0.5%	6%	-0.2%	-9%	-6.0%	-1%	-6%
O=C(Nc1ccc(Cl)c(Cl)c1)c1ccc2c(c1)OCO2	3%	17%	0.1%	-4%	46%	-1%	x	-1%	-4%
Cc1ccc2nc(-c3ccc(SCC(=O)O)nc3)[nH]c2c1	8%	6%	-0.9%	17%	1.1%	2%	-2.7%	-1%	-6%
O=C(NCc1ccc(-c2csnn2)cc1)C1CC1	11%	-6%	1.1%	x	0.7%	x	x	5%	-7%
CC(C)(C)OC(=O)N1CCC(C(=O)N2CCCCCC2)CC1	-2%	-3%	2.0%	18%	3.8%	-4%	-3.3%	1%	-2%
CN1/C(=C/C=C(C#N)C#N)C(C)(C)c2ccccc21	5%	35%	150%	5%	-0.2%	u	-59%	-12%	-4%
CC(CCc1ccccc1)NC(=O)COC(=O)C12CC3CC(CC(Br)(C3)C1)C2 (configuration not stated)	0%	13%	-2.0%	1%	0.6%	3%	-1.8%	1%	3%
CC(=O)c1cc(C(c2csc(C(C)=O)c2)c2csc(C(C)=O)c2)cs1	2%	-9%	1.2%	9%	1.8%	-6%	-6.6%	1%	-5%
O=C(CN(Cc1ccc(F)cc1)C(=O)Cn1nnc2ccccc21)NCC1CCCO1 (configuration not stated)	-5%	3%	-0.2%	7%	1.9%	0%	-3.3%	1%	1%
CCn1ncc(/C=C/C(=O)C2CC2)c1C	4%	-5%	1.2%	5%	0.6%	-1%	-1.5%	2%	-2%
COc1cccc(CN2CCNC(=O)C2CC(=O)N(C)CCc2ccccn2)c1OC (configuration not stated)	10%	-1%	-0.7%	x	1.3%	x	-3.1%	4%	-5%
COc1ccccc1CNC(=O)c1[nH]c(C)c(C(C)=O)c1C	7%	9%	0.3%	4%	u	-6%	x	-1%	-8%
COc1ccc2cc(OC)c(C(=O)N3CCOCC3)cc2c1	24%	22%	0.2%	13%	0.4%	-5%	-1.3%	16%	-6%
Cc1ccc(NC(=O)c2oc3ccccc3c2NC(=O)C2CCCO2)cc1C (configuration not stated)	7%	25%	-0.8%	0%	8.4%	-3%	-6.8%	-4%	3%
Cc1ccc(S(=O)(=O)N(C)C)cc1NC(=O)COC(=O)COc1ccc2c(c1)CCC2	4%	x	x	3%	-0.5%	10%	x	x	x
CNC(=O)c1nc(C)n(-c2ccc([N+](=O)[O-])cc2)n1	9%	12%	-2.4%	0%	-0.9%	-3%	-2.3%	2%	-3%
CN(C(=O)COC(=O)c1cncc(Br)c1)C1CCS(=O)(=O)C1 (configuration not stated)	8%	-1%	-0.5%	-3%	0.6%	-5%	-4.3%	11%	-5%
COc1cccc(NC(=O)N2CCN(c3cccc(C)c3)C(C)C2)c1 (configuration not stated)	22%	11%	-1.9%	14%	11%	-8%	-7.3%	1%	-6%
COc1ccccc1C(=O)NCCC(=O)NCC(c1ccccc1OC)N1CCCC1 (configuration not stated)	14%	x	x	10%	-1.6%	-12%	x	x	x
CC(=O)N1CN(CCCn2ccnc2)Cc2c1sc1c2CCCC1	0%	-9%	0.2%	13%	-0.5%	-6%	0.4%	6%	-1%
O=C(N/N=C/c1ccccc1F)c1ccc(COc2ccccc2Cl)o1	8%	4%	1.0%	0%	1.6%	-4%	-2.1%	11%	0%
COc1ccc(CNC(=O)C2CCN(S(=O)(=O)c3ccccc3)CC2)cc1	4%	4%	-0.9%	-2%	0.6%	-6%	x	2%	-1%
CCOC(=O)c1[nH]ncc1[C@@H]1C[C@H]2CN(Cc3cccc(Cl)c3)C(=O)[C@]23CCCN13	17%	-2%	-1.1%	5%	1.9%	-8%	x	0%	-7%
CNC(CC(C)C)C(=O)NC1C(=O)NC(CC(N)=O)C(=O)NC2C(=O)NC3C(=O)NC(C(=O)NC(C(=O)O)c4cc(O)cc(O)c4-c4cc3ccc4O)C(O)c3ccc(c(Cl)c3)Oc3cc2cc(c3OC2OC(CO)C(O)C(O)C2OC2CC(C)(N)C(O)C(C)O2)Oc2ccc(cc2Cl)C1O (configuration not stated)	16%	x	x	-1%	1.8%	-5%	x	x	x
CCOc1ccc(NC(=O)CN2C(=O)COc3ccc(Cl)cc32)cc1	5%	-11%	7.4%	-2%	-0.8%	15%	-13%	-2%	-3%

The results go on:
SMILES	SV40 large T antigen	AID2073	HIV fusion peptide	Rac1 GTP hydrolysis	RSV antiviral HEp-2	Dengue-2 NS5 capping	XIAP displacement	Siah-1 displacement	LYP phosphatase	others
O=C(CCCn1c(=O)oc2ccccc21)N1CCN(c2ccc(F)cc2)CC1	14%	-3%	-2.2%	7%	1.8%	-8%	x	-5%	1%
CCC1=Nc2cc(C(=O)NCc3ccco3)ccc2Sc2ccc(Cl)cc21	26%	27%	6.8%	7%	6.9%	2%	-3.7%	2%	0%
Cc1nc2ccc3[nH]snc3c2n1	10%	13%	2.4%	1%	1.7%	0%	-1.6%	1%	-10%	Dengue-2 NS5 capping pilot replicate=-0.6
CC(C)C[C@H]1CN=C(Nc2ccccc2)N1CCC(C)c1ccccc1 (some centres not stated)	13%	x	x	8%	-1.3%	0%	x	x	x
